# b-catenin transl: modulators of beta-catenin nuclear translocation. HeLa beta-catenin nuclear translocation, immunofluorescence imaging. nuclear translocation activity, % at 5 µM. 190,000 tested, 0.3% active. AID 1665;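 active = nuclear translocation activity above 50% at 5 µM, with a well cell count of 50 or more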;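 also: per-cell ratio of nuclear to cytoplasmic median beta-catenin stain intensity; plate controls were DMSO negative control for no effect and GSK-3 inhibitor IX positive control for full effect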
#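 Signal – beta-catenin immunofluorescence imaging with DAPI · Test system – human HeLa cell line · Dosing – 5 µM primary single dose, 0.1% DMSO, 0.02–20 µM confirmation series · Measure – % activation, nuclear-to-cytoplasmic median beta-catenin signal ratio per cell · Incubation – 24 h compound exposure at 37°C, 5% CO2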
# Hep lipid drop: hepatic lipid droplet formation modulation; AID 1656; inhibition, % at 6.5 µM; AML12 mouse hepatocytes, oleate lipid droplets, BODIPY imaging; 240,000 tested, 0.4% active;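 active = lipid droplet intensity inhibited by at least 50%, with more than 500 cells counted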
#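 Test system: AML12 mouse liver cells; schedule: overnight exposure; technique: high-content imaging of BODIPY-stained droplets and DAPI nuclei; read-out: % inhibition of corrected integrated BODIPY droplet signal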
# Insulin prom up: MIN6 insulin promoter up-regulation; MIN6 insulin promoter-GFP reporter, high-content imaging; stronger effect = higher value; z-score at 5 µM; 190,000 tested, 0.3% active; AID 1625;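 active = z-score above 3 at 5 µM with at least 500 cells counted in the well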
# Autophagy mod: autophagy modulation, high-content screen; MEF GFP-LC3 puncta imaging; test concentration mostly 10 µM; calls only at 10 µM (by protocol); 190,000 tested, 0.98% active; AID 463193;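 active = percentage of spot-positive cells more than 3 SD above its plate mean, without a fluorescence outlier flag or 80% toxicity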;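 also: spot-positive cell cutoff set from DMSO-treated cells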
# ER stress rescue: protection against thapsigargin-triggered cell killing – 384-well, CSM14.1, ATP luminescence, primary screen (AID 1222); CSM14.1 thapsigargin-induced death rescue, ATP luminescence; higher % means a stronger effect; one-dose cellular ATP content (survival), % at 20 µM; EC50 in µM for titrated hits; 190,000 tested, under 10 active;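 active = EC50 below 50 µM in the dose-response confirmation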;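 also: death triggered by thapsigargin at about 15 µM added after 2 h compound pretreatment; cell ATP read after overnight thapsigargin exposure of roughly 18 to 22 hours; normalized against plate controls of thapsigargin alone and 5% DMSO vehicle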
# T cell HTS: modulates CD8 T cell binding to vesicles; 2C CD8+ T cell-vesicle binding, flow cytometry; stronger effect = lower value; calls only at 7 µM; 330,000 tested, 0.068% active; AID 2052;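 active = response, share of CD8 T cells binding vesicles, and their 90th percentile fluorescence all below set limits, cut at about 80% in these data, passing the limit was not always enough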
#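 Test system: purified 2C TCR transgenic mouse naive CD8+ T cells. Probe or stimulus: QL9-peptide-loaded Drosophila micro-vesicles bearing Ld, ICAM-1 and B7-1. Incubation: binding step 1.5 h, 37 °C, antibody labelling 20 min, ice. Measured by: flow cytometry of vesicle-bound cells.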
# Dynein cargo inh: dynein cargo transport inhibition; 3617.4 mouse cells, GR-EGFP nuclear translocation imaging; test concentration mostly 20 µM; stimulated with dexamethasone, 1 µM; stronger effect = lower value; z-score, hits read low; 220,000 tested, 0.47% active; AID 1381;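 active = plate z-score of nuclear minus cytoplasmic receptor signal below a set negative limit, without overly bright fluorescence or cell loss, cut at about -3.5 in these data, passing the limit was not always enough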;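 also: z-score of nuclear minus cytoplasmic ring GR-EGFP intensity difference per well; some compounds called inactive have numbers as strong as hits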
#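 Buffer or medium – tet-free medium with charcoal-stripped serum · Signal – automated 10x imaging of fixed Hoechst-stained cells · Also added – dexamethasone agonist, 1.0 µM final, for 30 min · Incubation – induction 48 h, compound 1 h, agonist 30 min · Read-out – GR-EGFP nuclear translocation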
# MT stabilize HCS: microtubule stabilizers in HeLa cells. HeLa tubulin immunostaining HCS, 24 h; share of cells brighter than vehicle mean+2SD. % tubulin-high responders, % at 10 µM. 200,000 tested, 0.83% active. AID 2205;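 active = plate Z-score above 3 for both tubulin-high and condensed-nucleus cell shares, with cell loss under 80%, at 10 µM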;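 also: anti alpha tubulin signal scored within the nucleus-defined area of each cell; some results filed as inactive read as strong as hits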
# PhoP inhibition: PhoP-dependent GFP reporter repression – Salmonella Typhimurium, primary screen (AID 1863) | S. Typhimurium PhoP-regulated promoter GFP reporter, 4 h; higher % means a stronger effect | inhibition, % at 50 µM; hits with a dose series show IC50 in µM | 300,000 tested, 0.16% active;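 active = inhibition over 29.93%, a cutoff 3 SD above the screen mean, later confirmed by dose response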;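 also: 0% = low Mg2+ inducing control and 100% = high Mg2+ repressing control; strong numbers were not always called active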
# Dynein cargo inh cytoplasmic EGFP: recorded beside Dynein cargo inh, whose call it bears; z-score; measured here: cytoplasmic GR-EGFP intensity; stronger effect = higher value
# Dynein cargo inh nuclear GR-EGFP: second read-out of Dynein cargo inh, no call of its own (marks repeat the call); z-score; measured here: nuclear GR-EGFP intensity;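 lower value marks the stronger effect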
# Dynein cargo inh cell count: also measured in Dynein cargo inh; calls as there; z-score; measured here: cell count per field
# Insulin prom up cell count: further read-out of Insulin prom up, marked with its call; cell count; measured here: cytotoxicity, nuclei count;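 total cells summed across four imaged fields per well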
# Hep lipid drop cells 6.5 µM: recorded beside Hep lipid drop, whose call it bears; cell count; measured here: cell count, cytotoxicity flag;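 cells counted across two imaged fields per well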
# b-catenin transl cell count 5 µM: second read-out of b-catenin transl, no call of its own (marks repeat the call); cell count; measured here: cell count, cytotoxicity flag
# T cell HTS vesicle-bound %: recorded beside T cell HTS, whose call it bears; double positive events, %; measured here: CD8+ vesicle-bound cell fraction;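 binding gate set so that unloaded-vesicle control wells show 10% double positive cells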
# MT stabilize HCS Hoechst-high %: further read-out of MT stabilize HCS, marked with its call; % Hoechst-high responders; measured here: nuclear condensation Hoechst responders;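 share of cells brighter than vehicle mean plus two SD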
# MT stabilize HCS cytotoxicity %: also measured in MT stabilize HCS; calls as there; toxicity, %; measured here: cytotoxicity by cell density;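 0% = mean cell density of plate MIN control wells and 100% = no cells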
# Autophagy mod cell loss 18 h: second read-out of Autophagy mod, no call of its own (marks repeat the call); toxicity, %; measured here: cell loss, nuclei count;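 cell loss after 18 h compound exposure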
# * marks the source's active call; other numbers are inactive results; i = inactive; nt = no result given; + = active, no number. Compounds as they come (roughly 3% active in at least one column).
SMILES,b-catenin transl,b-catenin transl cell count 5 µM,Hep lipid drop,Hep lipid drop cells 6.5 µM,Insulin prom up,Insulin prom up cell count,Autophagy mod,Autophagy mod cell loss 18 h,ER stress rescue,T cell HTS,T cell HTS vesicle-bound %,Dynein cargo inh,Dynein cargo inh cytoplasmic EGFP,Dynein cargo inh nuclear GR-EGFP,Dynein cargo inh cell count,MT stabilize HCS,MT stabilize HCS Hoechst-high %,MT stabilize HCS cytotoxicity %,PhoP inhibition
Cc1ccc(NS(=O)(=O)c2ccc(C(=O)N3CCN(c4ncccn4)CC3)cc2)cc1,-2.8,1118,12.8,653,0.46,869,i,14.8,-1.0%,i,40.7,0.791,-0.265,0.403,-1.69,0.9,2.3,7.1,-8.1%
CC(C)(C)c1ccc(OC(=O)c2cccnc2)cc1,-1.0,1090,3.9,699,-0.07,1206,i,0.9,-3.8%,i,59.2,-0.309,-0.255,0.103,-0.114,2.4,2.4,13.8,5.8%
O=C(c1ccc(=O)oc1)N1CCCc2ccccc21,-0.3,1400,nt,nt,0.47,1542,i,-6.5,-0.2%,i,8.4,-0.805,-0.175,-0.294,0.63,1.8,1.6,10.5,7.4%
O=S(=O)(Nc1nc2ccccc2nc1NCC1CCCO1)c1ccc(F)cc1 (stereo unspecified),1.8,1291,1.4,730,nt,nt,nt,nt,nt,i,33.0,-0.666,-0.229,-0.43,1.58,nt,nt,nt,6.6%
CCOC(=O)c1[nH]c2ccc(OC)cc2c1NC(=O)CCN1CCc2ccccc2C1,-3.2,1144,nt,nt,-0.74,1060,i,6.2,-2.2%,i,51.1,-0.404,-0.179,0.0152,1.02,6.2,3.0,6.5,4.2%
CC1CCN(C(=O)CCc2nc3cc(S(=O)(=O)N(C)C)ccc3n2C)CC1,-0.9,705,nt,nt,-1.18,512,i,2.5,-0.9%,i,19.6,-0.114,-0.227,-0.183,0.293,2.9,1.7,2.5,-2.4%
Cc1nn(C(C)(C)C)c(OC(=O)c2ccc3c(c2)OCO3)c1S(=O)(=O)c1ccccc1,-1.1,1373,nt,nt,-0.18,1463,i,-1.1,2.9%,i,20.4,-0.531,-0.291,-0.0762,-0.0722,5.2,3.4,6.6,-4.8%
Cc1ccc(NC(=O)CS(=O)CC(=O)N(CC(=O)NC2CCCC2)c2cc(C)ccc2C)cc1 (stereo unspecified),-1.6,1202,nt,nt,0.6,1122,i,-2.1,-1.5%,i,9.7,0.363,0.757,0.34,-0.553,2.3,1.4,9.0,5.0%
O=C(Cn1cc(SCc2ccc(Cl)cc2)c2ccccc21)N1CCOCC1,-0.4,1162,6.7,657,-0.08,1447,i,20.4,-2.2%,i,46.0,0.064,-0.271,0.0767,0.287,2.2,1.7,5.0,10.1%
COC(=O)c1ccc(N=c2sc(C(=O)OC)cc(=O)n2C)cc1,-0.3,1080,8.1,730,0.28,1304,i,-16.8,-1.2%,nt,nt,-1.69,-0.0731,-0.697,0.257,2.3,2.1,14.1,-9.8%
O=C(NCCOCCOCCNC(=O)c1cccnc1)c1cccnc1,-8.6,973,nt,nt,1.43,1337,i,1.7,-2.1%,i,41.9,0.838,-0.105,1.27,-0.449,11.6,2.2,11.8,-13.8%
O=C(NC1CCCCC1)N1CCCc2ccccc21,-2.5,936,nt,nt,0.13,1361,i,-5.7,0.1%,i,19.3,0.105,-0.186,0.854,0.442,2.6,1.7,15.6,5.2%
COc1ccccc1NS(=O)(=O)c1cc(C)ccc1C,1.0,1207,-6.7,793,0.61,843,i,-5.8,-3.6%,i,32.2,-0.581,-0.0126,0.00783,0.657,0.6,1.2,11.6,-4.4%
Cc1nc(NC(=S)NC(=O)c2cccs2)sc1C(=O)N(C)C,-5.6,994,-2.2,805,-0.1,979,i,-7.9,0.1%,i,12.7,0.264,-0.237,0.551,0.703,1.2,0.8,6.2,1.0%
CCC1SC(CC)C(=O)N(CC(=O)NC2CCCCC2)C1=O (stereo unspecified),-1.3,1050,-12.1,607,0.5,1587,i,5.5,-1.0%,nt,nt,-0.705,0.316,-0.479,0.779,2.6,2.0,6.2,0.9%
Cc1ccc(N(Cc2ccco2)C(=O)c2ccc(N3CCCCC3)c([N+](=O)[O-])c2)cc1,nt,nt,-2.3,646,0.36,1208,i,1.7,-3.4%,i,45.7,-0.54,-0.0339,-0.536,0.756,2.8,2.5,6.2,7.0%
c1ccc(NCc2ccccn2)cc1,-0.4,1517,14.3,720,-0.32,1424,i,1.0,-1.6%,i,39.1,-1.11,-0.352,-0.751,0.911,4.9,2.1,8.2,3.3%
C=C(C)C(=O)Nc1cccc(C2=NOC3(C2)C[C@H](C(N)=O)N(C(=O)c2ccccc2)C3)c1 (stereo partly specified),-0.7,1225,nt,nt,-0.59,1024,nt,nt,nt,i,5.5,0.0868,-0.81,0.095,0.167,nt,nt,nt,1.3%
N/C(=N\c1nc2ccccc2o1)NC(=O)c1ccccc1F,-0.6,1381,nt,nt,0.02,1492,i,1.0,-0.4%,i,24.6,-0.548,-0.0437,-0.915,-0.0369,4.0,2.1,6.1,30.2%
N#CC1(P(=O)(c2ccccc2)c2ccccc2)CC1,-11.4,929,nt,nt,0.57,1186,i,0.6,-1.9%,i,36.7,1.18,-0.0687,1.52,-0.663,5.6,3.2,10.1,8.5%
C/C(=N\Nc1nnc(-c2ccccc2)c(-c2ccccc2)n1)c1cccc([N+](=O)[O-])c1,-3.1,1178,-3.9,704,nt,nt,i,15.4,0.5%,i,30.1,4,-0.123,1.95,-2.09,4.9,2.3,1.2,-0.9%
O=C(NNC1CC(=O)N(c2cccc(Cl)c2)C1=O)c1cccnc1 (stereo unspecified),-1.1,958,3.5,648,0.2,1222,i,-11.8,0.1%,i,34.6,-1.24,-0.317,-0.869,1.15,2.2,1.4,5.1,-5.8%
c1ccc(-c2nccc(-c3ccc(-n4cnc5ccccc54)cc3)n2)cc1,-0.3,1124,1.0,723,nt,nt,i,-1.8,-0.9%,i,47.9,-0.748,-0.418,-0.262,1.13,0.8,0.9,6.1,6.2%
O=C(CSc1nc2ccccc2c(=O)n1-c1ccc(F)cc1)Nc1cc(S(=O)(=O)N2CCOCC2)ccc1Cl,0.2,1000,-6.2,662,-0.18,1353,i,-11.5,6.4%,i,6.9,-0.301,-0.297,-0.465,1.02,1.8,3.8,5.8,-12.4%
COc1ccc(-c2cc(C(=O)NCCN3CCOCC3)c3ccccc3n2)c(OC)c1,0.1,1181,10.0,761,-0.34,1232,i,-3.5,6.7%,nt,nt,-0.217,0.13,0.202,0.1,1.7,0.9,8.1,-5.1%
CCOc1ccc(CNC(=O)CCCc2cn(C)c3ccccc23)cc1OC,-0.6,590,36.7,743,0.92,1289,i,6.2,-4.0%,i,52.8,-0.286,-0.226,0.515,0.22,2.8,1.4,10.4,5.9%
O=C(CCCOc1ccccc1)NCc1ccco1,1.9,1404,nt,nt,0.68,1202,i,27.1,-1.6%,i,36.6,0.563,-0.00359,0.541,-0.922,0.9,1.1,8.6,7.7%
CC(=O)Nc1ccc(N=Cc2ccc(OCc3ccccc3)cc2)cc1,-4.5,1096,-13.2,574,0.14,1414,i,-7.0,1.1%,i,37.9,0.0452,-0.265,-0.0039,-0.457,4.8,2.7,7.8,1.4%
CCN(CC)c1ccc(/C=C(/C#N)c2nc3ccc(C)cc3[nH]2)c(OC(C)C)c1,-0.4,1326,nt,nt,nt,nt,+,4.3*,i,i,61.3,-1.75,17.1,1.8,-0.00976,1.9,1.5,11.2,-15.0%
CSc1nsc(SC)c1NC(=O)N1CCCC1,-0.9,1328,nt,nt,0.08,1530,i,-0.7,-1.2%,i,36.6,-0.126,-0.326,0.0232,0.34,5.4,4.0,6.8,12.3%
COc1ccc(OCC2c3cc(OC)c(OC)cc3CCN2C(=O)C(C)C)cc1 (stereo unspecified),-1.2,1112,11.5,718,-0.89,1124,i,-5.5,0.1%,nt,nt,-0.885,-0.247,-0.68,1.21,4.5,2.4,7.6,4.2%
CCOC(=O)N1CCN(C(=O)c2cnsn2)CC1,nt,nt,5.6,734,-1.26,1330,i,4.2,-1.9%,i,8.5,-0.837,-0.293,-0.264,0.393,1.1,1.9,5.3,-9.8%
Cc1ccc(S(=O)(=O)N(C)CC(=O)OCC(=O)N2CC(=O)Nc3ccccc32)cc1,-5.1,1124,-14.1,662,0.03,1563,i,-3.4,-0.5%,i,13.3,2.16,-0.176,1.89,-1.55,4.4,1.9,8.8,-5.1%
COC(=O)c1cc(N=Nc2sc(N)nc2C)cc(C(=O)OC)c1,1.2,1328,2.7,708,0.03,1064,nt,nt,nt,i,28.9,-1.43,-0.206,-0.355,0.156,nt,nt,nt,0.6%

# Screening data as filed in PubChem BioAssay.
